Integrin act MD – activators of alpha7 integrin expression for muscular dystrophy; alpha7betagal myoblasts, beta-gal FDG fluorescence, 48 h; Potency, µM (highest dose often 38.3 µM), for the others: at the top dose activation, actives largely listed as activators; actives 0.064% (n = 350,000); AID 624291;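 further: potency means the concentration at half of the fitted maximal effect; 100% = response of the positive control SU9516; nearly all actives have a fitted effect of over 60% in size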
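Alpha7betagal+/- myoblasts (passage 13) were plated 16-24 hr, then exposed to compounds (1:260 dilution of DMSO stock) for 48 hours at 37C. After MPER lysis, β-galactosidase reporter activity was read as FDG fluorescence (ex 480/em 540) after 30 minutes.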
GALK inhibitor – inhibitors of human galactokinase; Purified GALK, Kinase-Glo residual ATP luminescence; Potency, µM (titrated, usually from 57.5 µM), without a hit: at the top dose activity change, negative = inhibition, actives largely listed as inhibitors; actives 0.007% (n = 270,000); further: potency means the concentration at half of the fitted maximal effect; on the % scale 0 is the no-effect control and ±100 the full control effect
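Kinase-Glo Plus luminescence measured ATP left after a 1 h room-temperature reaction. The reaction used 5 nM GALK, 100 uM galactose and 35 uM ATP at pH 8.0 (20 mM HEPES, 5 mM MgCl2, 60 mM NaCl, 1 mM DTT, 0.01% BSA).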
KCNH2 WT inh – KCNH2 (human, wildtype) channel inhibition | Q12809 | U2OS, BacMam KCNH2, thallium flux FluxOr; hits give low values | activity change, % at 1.84 µM | actives 0.37% (n = 340,000) | AID 720551;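 active means maximum activity change below -70%; inconclusive means maximum activity change between -70% and -50%; inactive means maximum activity change above -50%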; further: on the % scale 0 is the no-effect control and ±100 the full control effect
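U2OS cells transduced with wild-type KCNH2 virus are loaded with FluxOr dye for 45 min, and thallium flux is measured in kinetic reads before and after stimulation buffer. Rate constants are normalized to DMSO controls.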
AT treatment – potential ataxia-telangiectasia treatments restoring KAP-1 phosphorylation | actives 0.19% (n = 320,000) | […] A-T fibroblasts, KAP-1 phosphorylation AlphaLISA; neocarzinostatin DNA damage 30 min before lysis | Potency, µM (series often up to 57.5 µM), without a hit: at the highest dose activation, most hits filed as activators | AID 485349; further: potency means the concentration at half of the fitted maximal effect; % of control where 0% means no effect; nearly all actives have a fitted effect of over 45% in size
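ATM-like activity read as KAP-1 phosphorylation via AlphaLISA donor/acceptor antibody pairs after lysis and 6 hr at 25C. Cells were ATM-null patient fibroblasts ([…], hTERT), dosed 60 min, then exposed to the DSB inducer NCS for 30 min.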
FBPA coupling cs – counter-screen for Giardia aldolase inhibitors: coupling enzyme system | AID 2472 | activity change, negative = inhibition, % at 58.2 µM, hits read low | actives 0.67% (n = 290,000) | coupling enzyme system counterscreen, AmpLite Red fluorescence; in the data active means activity change below about -30%; further: on the % scale 0 is the no-effect control and ±100 the full control effect
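Activity here indicates interference with the coupling reaction, not aldolase inhibition. Compounds at 57.5 uM final met coupling enzymes for 10 min at RT; substrate and AmpLite Red detection followed, with a 525/598 nm fluorescence read after 20 min.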
MBNL1 CUG block – MBNL1-poly(CUG) RNA binding inhibition; Q9NR56; TR-FRET MBNL1-His/biotin-(CUG)12 binding, 665/545 ratio; Potency, µM (highest dose often 57.5 µM), for the others: at the highest dose activity change, negative = inhibition, hits mostly inhibitors; actives 0.036% (n = 280,000); AID 2675; active means well fitted inhibition curve with a large enough effect in the signal ratio, with a control signal flat, not every such curve was filed as active; inconclusive means small, poorly fitted or top-dose-only effect, or effect the other way, or a change in a side signal; inactive means no such curve, though single readings can be large or run the other way; the % refers to the signal ratio; further: potency means the concentration at half of the fitted maximal effect; on the % scale 0 is the no-effect control and ±100 the full control effect
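MBNL1-His + Biotin-(CUG)12, cpd titration 92 nM–58 uM; Tb anti-His Ab 0.055 ng/ul, SA-XL665 5 nM (final); 60 min RT; ratiometric 665/545 nm, Ex 340 nm; normalized to buffer and full-complex controls.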
TRPV1 ag – human TRPV1 agonism; Q8NER1; TRPV1-expressing cells, Fluo-8 calcium influx, agonist mode; actives 0.19% (n = 320,000); AID 540275; activation, % at 8.33 µM; in the data active means activation above about 80%; inconclusive means between about 30% and that limit; further: 0% is about no effect
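TRPV1-expressing cells were cultured overnight at 35.5C and loaded with Fluo-8 calcium dye for 40 to 90 min at room temperature. After a 10 s baseline, compound was added and calcium influx was read kinetically for 3 min (ex 480/em 520 nm).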
CXXC DNA block – blocks binding of human MLL CXXC domain to DNA | Q03164 | MLL-CXXC / FITC-HOXA9 DNA fluorescence polarization | Potency, µM (top dose mostly 115 µM), for inactives: at the highest dose activity change, negative = inhibition, hits mostly inhibitors | actives 0.037% (n = 290,000); active means well fitted inhibition curve with a large enough effect in the polarisation, with a control signal flat, not every such curve was filed as active; inconclusive means small, poorly fitted or top-dose-only effect, or effect the other way, or a change in a side signal; inactive means no such curve, though single readings can be large or run the other way; the % refers to the polarisation; further: potency means the concentration at half of the fitted maximal effect
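Purified MLL-CXXC (added from a 7 uM solution) was preincubated 5 min at ambient with pinned compounds in 50 mM Tris-HCl pH 7.5, 50 mM NaCl, 1 mM DTT, 0.05% BSA. Fluorescein-labeled HOX-A9 DNA (50 nM solution) followed, 30 min, then polarization read.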
ASM inhibitor – inhibitors of human secretory acid sphingomyelinase; Potency, µM (highest dose often 57.5 µM), for the others: at the top dose activity change, negative = inhibition, usual class: inhibitors; placental ASM, HMU-PC fluorogenic substrate, 60 min; actives 0.006% (n = 340,000); further: potency means the concentration at half of the fitted maximal effect
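qHTS format. ASM enzyme prepared from human placenta hydrolyses the fluorogenic substrate HMU-PC0 (9 uM final) over 60 min at 37 °C after a 10 min compound preincubation.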
KCNH2 3.1 inh – KCNH2 3.1 (human) potassium channel inhibition; AID 720553; actives 0.95% (n = 340,000); U2OS KCNH2 3.1, thallium flux FluxOr; hits give low values; activity change, % (tested at about 1.8 µM);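 active means maximum activity change below -70%; inconclusive means maximum activity change from -70% to -50%; inactive means maximum activity change above -50%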;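 further: thallium influx rate constant from kinetic fluorescence after stimulation buffer; on the % scale 0 is the no-effect control and ±100 the full control effect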
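Kinetic fluorescence (2 min after stimulation buffer) measures Tl+ influx through KCNH2 3.1 expressed by viral transduction in U2OS cells; the rate constant is normalized against DMSO controls serving as positive and negative references.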
Active calls of the source: *; i = inactive; ? = inconclusive; / = not tested or not shown; & = joins results of further samples; [ ] = dose if it differs, or a comment. Unless noted, the call rests on the fitted dose curve; in most records, active means well fitted curve in the direction sought with a large enough effect; inconclusive means small, poorly fitted or top-dose-only effect, or another doubt; inactive means no such curve, though single readings can be large; an effect the other way counts as inactive or inconclusive.

Structure | GALK inhibitor | FBPA coupling cs | MBNL1 CUG block | KCNH2 WT inh | AT treatment | ASM inhibitor | TRPV1 ag | Integrin act MD | KCNH2 3.1 inh | CXXC DNA block
CCCNC(=O)C(Cc1ccc(Cl)cc1)NC(=O)c1ccc(-c2ccccc2)cc1 (stereo not drawn) | / | / | / | 1.4 | 5.4% | 5.2% | 3.4 | 31.3% | -0.6 | /
CCOC(=O)CSc1nnc(-c2ccncc2)o1 | 0.4% | 0.6 | 0.2% | -4.8 | -7.0% | 1.5% | -2.2 | 17.9% | -16.1 | 5.4%
CN(C)c1ccc(/C=N/NC(=O)c2ccc3nc[nH]c3c2)cc1 | -1.7% | 2.8 | / | -1.4 | -9.5% | 221.5%[activator] | / | -7.8% | -0.9 | -1.5%
Cc1cccc(-c2noc(-c3ccccc3C(=O)NCc3ccco3)n2)c1 | 0.1% | -5.1 | -12.5% | 5.3 | 38.6% | -3.9% | 2.1 | -24.0% | 26.5 | 6.2%
CCN(CC)CCn1c(=N)n(CCOc2ccccc2)c2ccccc21 | -2.4% | -1.2 | -9.4% | 27.0 | -3.1% | 2.5% | 0.8 | -30.2% | ? | 0.3%
Cc1c(C(=O)O)cccc1-c1ccc(C=O)o1 | 1.5% | -1.4 | / | 2.9 | -3.2% | 4.6% | 2.4 | 10.8% | 6.4 | 4.8%
O=C1CCc2cc(S(=O)(=O)N3CCN(C(=O)c4ccco4)CC3)ccc2N1 | 0.8% | 0.7 | -4.7% | 7.4 | -4.1% | 0.8% | 12.2 | -7.3% | -2.9 | 0.0%
Clc1ccc(-c2nc(N3CCCCC3)nc3ccccc23)cc1 | -5.0% | 1.4 | 5.8% | 5.1 | ? | 51.8%[activator] | 1.5 | -30.8% | 21.5 | 2.8%
COc1ccc(C2CC(c3ccccc3)=NN2C(=O)COC(=O)C2CC2)cc1 (stereo not drawn) | -0.8% | 2.2 | 6.8% | 1.3 | 6.8% | -1.9% | ? | 17.2% | -6.3 | 3.1%
CCn1nc(NC(=O)COC)c2cc3cc(C)ccc3nc21 | -3.8% | -0.6 | ? | -0.4 | 15.9% | 251.1%[activator] | 7.6 | ? | 14.2 | -2.9%
CCCCn1c(O)c(N=Nc2ccccc2O)c2ccccc21 | / | / | / | 0.1 | ? | -12.6% | ? | -29.3% | -8.1 | /
CCOC(=O)Cn1c(=O)oc2cc(S(=O)(=O)N3CCN(C(=O)OCC)CC3)ccc21 | 2.5% | -2.4 | 2.2% | 2.7 | 1.2% | -1.0% | 3.5 | 12.2% | 17.4 | 0.5%
Nc1ncnc2nc(SCC(=O)N3CCN(c4ccccc4)CC3)[nH]c12 | 2.8% | 3.1 | -3.1% | -8.2 | 7.5% | 0.7% | 2.3 | 3.8% | -10.2 | 24.0%
COc1ccc(NC(=O)C2CCN(S(=O)(=O)c3ccc(C)cc3)CC2)cc1OC | -1.7% | -0.4 | 3.6% | -3.0 | -3.7% | 3.6% | 23.8 | 20.4% | 5.8 | -0.4%
O=C1C2C3C=CC(C4CC34)C2C(=O)N1/N=C/c1cccs1 (stereo not drawn) | -0.5% | 0.6 | ? | 0.6 | / | -2.2% | 3.2 | -9.1% | 11.5 | -3.5%
Nc1c(-c2ccccc2)c(CSc2nc3ccccc3[nH]2)nn1-c1cccc(C(=O)O)c1 | -2.4% | 16.7 | -7.4% | i | 0.1% | 4.3% | 0.9 | -9.6% | -7.5 | 10.7%
N[C@@H](Cc1cc(I)c(O)c(I)c1)C(=O)O | / | 0.9 | -13.7% | -12.5 | 4.8% | 0.2% | 1.1&2.9 | / | -5.6 | 6.9%
Cc1cc(C)cc(N(CCC#N)C(=O)COC(=O)CCc2c[nH]c3ccccc23)c1 | / | / | / | 0.5 | 3.6% | -1.2% | 0.9 | 16.0% | -15.9 | /
CC1(C)CC(=O)c2cc(C(=O)Nn3cnnc3)c(=O)n(-c3ccccc3)c2C1 | 0.7% | 1.7 | -3.5% | 5.8 | 0.5% | 2.8% | -0.7 | 3.2% | 2.2 | 1.1%
CC(=O)Nc1ccc(SCC(=O)N(C)CC(=O)Nc2ccccc2Cl)cc1 | / | / | / | 5.9 | 16.6% | 2.5% | / | 17.7% | 6.0 | /
CCCn1c(C(O)c2cccc(OC)c2)nc2ccccc21 (stereo not drawn) | -1.9% | -1.4 | -4.1% | 5.8 | -7.8% | -2.0% | -1.7 | -14.8% | 11.5 | 0.9%
CC(=O)c1ccccc1NC(=O)CCN1C(=O)C2CCCCC2C1=O (stereo not drawn) | / | / | / | 0.9 | 1.2% | 1.8% | / | -14.4% | 1.9 | /
CC(C)(C)NC(=O)NC(=O)COC(=O)C1=COCCO1 | 2.5% | 1.1 | -4.9% | 3.1 | -0.6% | -0.3% | -1.3 | 0.7% | 28.5 | 0.3%
CCC(=O)NNc1cccc(Cl)n1 | -3.7% | 4.4 | -9.8% | 5.9 | 4.1% | 1.9% | -2.3 | -3.0% | -2.6 | -1.4%
CCN1CCN(c2ccc(S(=O)(=O)N3CCOCC3)cc2NC(=O)c2ccccc2OC(F)F)CC1 | / | / | / | 20.6 | -17.4% | -2.6% | 3.2 | -2.0% | 3.7 | /
CCOC(=O)c1ccc(N2C(=O)CC(Nc3ccc(O)cc3)C2=O)cc1 (stereo not drawn) | 0.3% | -2.9 | 1.2% | 8.8 | 4.5% | 1.1% | 9.3 | ? | -30.5 | 2.0%
O=C(O)CCC(NS(=O)(=O)c1ccc(N2CCCC2=O)cc1)C(=O)O (stereo not drawn) | 1.0% | 3.0 | 1.4% | -33.8 | -0.9% | 5.8% | -9.2 | -6.5% | -12.3 | 15.6%
O=C(OCC(=O)N1CCN(c2ccccc2)CC1)c1ccccn1 | -0.3% | 4.7 | 3.5% | -3.0 | -1.1% | 2.7% | -1.7 | 4.5% | -0.9 | -2.6%
COc1cc(S(=O)(=O)N2CCn3cccc3C2C)ccc1NC(C)=O (stereo not drawn) | / | / | / | -31.2 | 0.7% | 3.0% | / | -14.5% | 18.4 | /
Cc1ccc(S(=O)(=O)N2CCC[C@H]2C(=O)OCC(=O)N2CCc3ccccc32)cc1 | / | / | / | -2.4 | -3.2% | 3.0% | / | 20.9% | 8.2 | /
O=C(NCc1ccccc1Cl)C1CCCN(c2nc3ccsc3c(=O)s2)C1 (stereo not drawn) | -2.0% | -0.5 | 25.8% | / | -0.5% | / | ? | / | / | 11.5%
CN1CCN(C(=O)c2ccccc2[N+](=O)[O-])CC1 | -0.9% | 1.3 | -0.8% | -3.3 | 4.0% | 0.0% | -0.9 | -7.3% | -6.4 | 7.2%
COc1ccc(C)cc1-n1[nH]nnc1=S | -0.2% | 1.3 | 3.0% | -16.7 | -5.8% | -0.6% | -0.4 | -10.7% | -15.6 | 4.8%
CCn1cc(C(=O)O)c(=O)c2cnc(N3CCN(C(=S)NC(=O)c4ccc(Br)cc4)CC3)nc21 | 0.6% | 5.7 | / | 4.2 | -14.6% | -7.7% | / | -24.0% | -5.9 | -10.1%
COC(=O)C1CN(S(=O)(=O)c2ccccc2)CCN1S(=O)(=O)c1ccccc1 (stereo not drawn) | 3.9% | 1.5 | 5.3% | 6.8 | 4.0% | 1.7% | 0.5 | -8.1% | 1.2 | 2.9%
CC(C)NC(=O)C(=O)c1cn(C)c2ccccc12 | 5.3% | 1.3 | 2.6% | 8.0 | 4.8% | -2.0% | 10.7 | ? | 14.1 | 2.5%
C/C(=N\NC(=O)c1ccc(N/N=C(\C)c2ccc(O)cc2)cc1)c1ccc(O)cc1 | / | -1.3 | 4.9% | -17.3 | 1.4% | 91.0%[activator] | 0.9 | -30.4% | -0.4 | 4.4%
COCCCn1c(C)nnc1-c1cnn(-c2ccccc2)c1N | 0.4% | 1.5 | 2.7% | -4.5 | 0.9% | 1.3% | -1.3 | ? | -4.6 | 5.9%
O=C(Nc1ccc(N2CCOCC2)cc1)C1CCN(C(=O)OCc2ccccc2)CC1 | 4.7% | -0.4 | -0.5% | 4.7 | 1.1% | -0.1% | 25.0 | 10.0% | -3.2 | -3.2%
N#C/C(=C\c1cccnc1)c1ccc(Br)cc1 | 5.1% | 1.5 | ? | 7.1 | 4.6% | 13.7% | ? | -10.0% | -0.9 | -6.1%
O=C(CCNC(=O)c1ccccc1Cl)Nc1ccc(Cl)c(C(F)(F)F)c1 | -3.1% | -2.5 | ? | -14.3 | 0.9% | -2.4% | 11.3 | 17.0% | -14.1 | 1.5%
Cc1ccc(N2CCN(C(=O)C3CCC(=O)N(Cc4ccc(Cl)cc4)C3)CC2)c(C)c1 (stereo not drawn) | -9.7% | / | -3.0% | 2.7 | -4.2% | -12.1% | 14.2 | -30.8% | -2.0 | 13.3%

Source: PubChem (National Center for Advancing Translational Sciences (NCATS))
